High-throughput results from PubChem BioAssay.
BRCA1 expr up: qHTS Assay to Identify Small Molecule Activators of BRCA1 Expression. MCF7-BRCA1-FFLuc reporter, luminescence, 48 h; response scale: scaled: vehicle 0%, 10 µM genistein 100%. Potency, µM (titrated, usually from 46.1 µM), inactives show at the highest dose activation, most hits filed as activators. 380,000 compounds, 1.1% hits. AID 624202, 2012; also: potency is read from the fitted curve at half-maximal effect; nearly all actives have a fitted effect of over 80% in size; some results filed as inactive show a strong effect at the top dose
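Luminescence from a BRCA1-driven firefly luciferase in MCF7 cells was the read-out, taken 15 min after substrate addition following 48 h compound exposure at 37 °C. Data were normalized to a 10 microM genistein control and DMSO vehicle.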
A-T KAP1 phos: qHTS Assay for Identifying a Potential Treatment of Ataxia-Telangiectasia | […] A-T fibroblasts, KAP-1 phosphorylation AlphaLISA; neocarzinostatin DNA damage 30 min before lysis | Potency, µM (highest dose often 57.5 µM), for inactives: at the highest dose activation, actives largely listed as activators | 320,000 compounds, 0.19% hits; also: potency is read from the fitted curve at half-maximal effect; % of control where 0% means no effect; nearly all actives have a fitted effect of over 45% in size
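ATM-like activity read as KAP-1 phosphorylation via AlphaLISA donor/acceptor antibody pairs after lysis and 6 hr at 25C. Cells were ATM-null patient fibroblasts ([…], hTERT), dosed 60 min, then exposed to the DSB inducer NCS for 30 min.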
a7 integrin act: qHTS for Activators of Integrin-Mediated Alleviation for Muscular Dystrophy; alpha7betagal myoblasts, beta-gal FDG fluorescence, 48 h; Potency, µM (series often up to 38.3 µM), for inactives: at the highest dose activation, usual class: activators; 350,000 compounds, 0.064% hits; AID 624291, 2012;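 also: potency is read from the fitted curve at half-maximal effect; 100% = response of the positive control SU9516; nearly all actives have a fitted effect of over 60% in size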
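alpha7betagal+/- myoblasts (passage 13, 250/well) treated 48 h at 37C with compounds at 1:260 dilution of DMSO stock. Lysed, then beta-galactosidase activity read as FDG fluorescence (ex 480/em 540) after 30 min, with pre-read for autofluorescence.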
ELG1 DNA repair: qHTS screen for small molecules that inhibit ELG1-dependent DNA repair in human embryonic kidney (HEK293T) cells expressing luciferase-tagged ELG1; HEK293T ELG1-luciferase reporter, luminescence, 16 h; DNA damage induced by 5-fluorouridine; Potency, µM (doses to about 46.1 µM), without a hit: at the top dose activity change, negative = inhibition, actives largely listed as inhibitors; 330,000 compounds, 2.3% hits; AID 504467, 2011; also: potency is read from the fitted curve at half-maximal effect; % is scaled to controls: 0 for no effect and ±100 for the full control effect; nearly all actives have a fitted effect of over 55% in size
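Step one: seed 2,000 cells per well. Step two: pin-transfer compound or DMSO alongside 5-fluorouridine. Step three: incubate 16 hr, 37 °C, 5% CO2. Step four: add ONE-Glo, wait 30 min, read luminescence.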
TCR activator: Activators of T cell receptors: qHTS campaign | primary human leukocytes, anti-CD3, IL-2 HTRF, 48 h | Potency, µM (top dose mostly 9.22 µM), without a hit: top-dose activation of IL-2 secretion, usual class: activators | 330,000 tested, under 10 active | AID 504894, 2011; also: % of control where 0% means no effect
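Primary human leukocytes receive a-CD3 beads and test compound and are incubated 48 hr. Secreted IL-2 is then assayed by HTRF, measuring 665nm acceptor emission after 320nm excitation of the europium donor.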
PTAP TSG101 blk: qHTS Assay for Iinhibitors of HIV-1 Budding by Blocking the Interaction of PTAP/TSG101; Tumor susceptibility gene 101 protein (Homo sapiens), Q99816; Fluorescence polarization, FITC-PTAP peptide / Tsg101 binding; Potency, µM (highest dose often 115 µM), without a hit: at the highest dose activity change, negative = inhibition, hits mostly inhibitors; 340,000 tested, under 10 active; active = well fitted inhibition curve with a large enough effect in the main read-out, with a control signal flat, not every such curve was filed as active; inconclusive = small, poorly fitted or top-dose-only effect, or effect the other way, or a change in a side signal; inactive = no such curve, though single readings can be large or run the other way; also: potency is read from the fitted curve at half-maximal effect; % of control where 0% means no effect
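Fluorescence polarization binding of Tsg101 binding domain (10 uM final) to FITC-labeled PTAP peptide (50 nM final) in HEPES pH 7.5 buffer with NaCl, Tween 20, EDTA, TCEP. Compounds added before peptide; binding 20 min at RT.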
B2AR arrestin: qHTS assay of beta-arrestin-biased ligands of beta2-adrenergic receptor; Beta-2 adrenergic receptor (Homo sapiens), P07550; beta-arrestin recruitment to beta2AR, cell-based reporter; Potency, µM (highest dose often 46.1 µM), inactives show at the highest dose activation, actives largely listed as activators; 330,000 compounds, 0.02% hits; AID 492947, 2010;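 also: potency is read from the fitted curve at half-maximal effect; 0% = DMSO controls and full agonism = EC100 isoproterenol or metaproterenol; nearly all actives have a fitted effect of over 65% in size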
p53 reactivation: qHTS assay for re-activators of p53 using a Luc reporter | H1299 p53-A138V BP100-luciferase reporter, luminescence, 24 h | AID 504706, 2011 | Potency, µM (titrated, usually from 92.2 µM), for inactives: top-dose activity change, positive = activation, most hits filed as activators | 320,000 compounds, 0.063% hits; also: potency is read from the fitted curve at half-maximal effect; % of control where 0% means no effect; nearly all actives have a fitted effect of over 45% in size
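H1299 (p53-null), stable ts p53-A138V + BP100-Luc; 1000 cells/well, Opti-MEM/10% FBS; cpd 4 pt, 1:5; 24 h, 37 deg C, 5% CO2; detection reagent 10 min RT; luminescence.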
CXXC DNA block: qHTS Fluorescence Polarization Assay for Inhibitors of MLL CXXC domain - DNA interaction; Histone-lysine N-methyltransferase 2A (Homo sapiens), Q03164; MLL-CXXC / FITC-HOXA9 DNA fluorescence polarization; Potency, µM (top dose mostly 115 µM), for inactives: at the highest dose activity change, negative = inhibition, hits mostly inhibitors; 290,000 compounds, 0.037% hits; AID 2662, 2010; active = well fitted inhibition curve with a large enough effect in the polarisation, with a control signal flat, not every such curve was filed as active; inconclusive = small, poorly fitted or top-dose-only effect, or effect the other way, or a change in a side signal; inactive = no such curve, though single readings can be large or run the other way; the % refers to the polarisation; also: potency is read from the fitted curve at half-maximal effect
Target sequence (Q03164 whole entry, looked up, the tested form may be a part): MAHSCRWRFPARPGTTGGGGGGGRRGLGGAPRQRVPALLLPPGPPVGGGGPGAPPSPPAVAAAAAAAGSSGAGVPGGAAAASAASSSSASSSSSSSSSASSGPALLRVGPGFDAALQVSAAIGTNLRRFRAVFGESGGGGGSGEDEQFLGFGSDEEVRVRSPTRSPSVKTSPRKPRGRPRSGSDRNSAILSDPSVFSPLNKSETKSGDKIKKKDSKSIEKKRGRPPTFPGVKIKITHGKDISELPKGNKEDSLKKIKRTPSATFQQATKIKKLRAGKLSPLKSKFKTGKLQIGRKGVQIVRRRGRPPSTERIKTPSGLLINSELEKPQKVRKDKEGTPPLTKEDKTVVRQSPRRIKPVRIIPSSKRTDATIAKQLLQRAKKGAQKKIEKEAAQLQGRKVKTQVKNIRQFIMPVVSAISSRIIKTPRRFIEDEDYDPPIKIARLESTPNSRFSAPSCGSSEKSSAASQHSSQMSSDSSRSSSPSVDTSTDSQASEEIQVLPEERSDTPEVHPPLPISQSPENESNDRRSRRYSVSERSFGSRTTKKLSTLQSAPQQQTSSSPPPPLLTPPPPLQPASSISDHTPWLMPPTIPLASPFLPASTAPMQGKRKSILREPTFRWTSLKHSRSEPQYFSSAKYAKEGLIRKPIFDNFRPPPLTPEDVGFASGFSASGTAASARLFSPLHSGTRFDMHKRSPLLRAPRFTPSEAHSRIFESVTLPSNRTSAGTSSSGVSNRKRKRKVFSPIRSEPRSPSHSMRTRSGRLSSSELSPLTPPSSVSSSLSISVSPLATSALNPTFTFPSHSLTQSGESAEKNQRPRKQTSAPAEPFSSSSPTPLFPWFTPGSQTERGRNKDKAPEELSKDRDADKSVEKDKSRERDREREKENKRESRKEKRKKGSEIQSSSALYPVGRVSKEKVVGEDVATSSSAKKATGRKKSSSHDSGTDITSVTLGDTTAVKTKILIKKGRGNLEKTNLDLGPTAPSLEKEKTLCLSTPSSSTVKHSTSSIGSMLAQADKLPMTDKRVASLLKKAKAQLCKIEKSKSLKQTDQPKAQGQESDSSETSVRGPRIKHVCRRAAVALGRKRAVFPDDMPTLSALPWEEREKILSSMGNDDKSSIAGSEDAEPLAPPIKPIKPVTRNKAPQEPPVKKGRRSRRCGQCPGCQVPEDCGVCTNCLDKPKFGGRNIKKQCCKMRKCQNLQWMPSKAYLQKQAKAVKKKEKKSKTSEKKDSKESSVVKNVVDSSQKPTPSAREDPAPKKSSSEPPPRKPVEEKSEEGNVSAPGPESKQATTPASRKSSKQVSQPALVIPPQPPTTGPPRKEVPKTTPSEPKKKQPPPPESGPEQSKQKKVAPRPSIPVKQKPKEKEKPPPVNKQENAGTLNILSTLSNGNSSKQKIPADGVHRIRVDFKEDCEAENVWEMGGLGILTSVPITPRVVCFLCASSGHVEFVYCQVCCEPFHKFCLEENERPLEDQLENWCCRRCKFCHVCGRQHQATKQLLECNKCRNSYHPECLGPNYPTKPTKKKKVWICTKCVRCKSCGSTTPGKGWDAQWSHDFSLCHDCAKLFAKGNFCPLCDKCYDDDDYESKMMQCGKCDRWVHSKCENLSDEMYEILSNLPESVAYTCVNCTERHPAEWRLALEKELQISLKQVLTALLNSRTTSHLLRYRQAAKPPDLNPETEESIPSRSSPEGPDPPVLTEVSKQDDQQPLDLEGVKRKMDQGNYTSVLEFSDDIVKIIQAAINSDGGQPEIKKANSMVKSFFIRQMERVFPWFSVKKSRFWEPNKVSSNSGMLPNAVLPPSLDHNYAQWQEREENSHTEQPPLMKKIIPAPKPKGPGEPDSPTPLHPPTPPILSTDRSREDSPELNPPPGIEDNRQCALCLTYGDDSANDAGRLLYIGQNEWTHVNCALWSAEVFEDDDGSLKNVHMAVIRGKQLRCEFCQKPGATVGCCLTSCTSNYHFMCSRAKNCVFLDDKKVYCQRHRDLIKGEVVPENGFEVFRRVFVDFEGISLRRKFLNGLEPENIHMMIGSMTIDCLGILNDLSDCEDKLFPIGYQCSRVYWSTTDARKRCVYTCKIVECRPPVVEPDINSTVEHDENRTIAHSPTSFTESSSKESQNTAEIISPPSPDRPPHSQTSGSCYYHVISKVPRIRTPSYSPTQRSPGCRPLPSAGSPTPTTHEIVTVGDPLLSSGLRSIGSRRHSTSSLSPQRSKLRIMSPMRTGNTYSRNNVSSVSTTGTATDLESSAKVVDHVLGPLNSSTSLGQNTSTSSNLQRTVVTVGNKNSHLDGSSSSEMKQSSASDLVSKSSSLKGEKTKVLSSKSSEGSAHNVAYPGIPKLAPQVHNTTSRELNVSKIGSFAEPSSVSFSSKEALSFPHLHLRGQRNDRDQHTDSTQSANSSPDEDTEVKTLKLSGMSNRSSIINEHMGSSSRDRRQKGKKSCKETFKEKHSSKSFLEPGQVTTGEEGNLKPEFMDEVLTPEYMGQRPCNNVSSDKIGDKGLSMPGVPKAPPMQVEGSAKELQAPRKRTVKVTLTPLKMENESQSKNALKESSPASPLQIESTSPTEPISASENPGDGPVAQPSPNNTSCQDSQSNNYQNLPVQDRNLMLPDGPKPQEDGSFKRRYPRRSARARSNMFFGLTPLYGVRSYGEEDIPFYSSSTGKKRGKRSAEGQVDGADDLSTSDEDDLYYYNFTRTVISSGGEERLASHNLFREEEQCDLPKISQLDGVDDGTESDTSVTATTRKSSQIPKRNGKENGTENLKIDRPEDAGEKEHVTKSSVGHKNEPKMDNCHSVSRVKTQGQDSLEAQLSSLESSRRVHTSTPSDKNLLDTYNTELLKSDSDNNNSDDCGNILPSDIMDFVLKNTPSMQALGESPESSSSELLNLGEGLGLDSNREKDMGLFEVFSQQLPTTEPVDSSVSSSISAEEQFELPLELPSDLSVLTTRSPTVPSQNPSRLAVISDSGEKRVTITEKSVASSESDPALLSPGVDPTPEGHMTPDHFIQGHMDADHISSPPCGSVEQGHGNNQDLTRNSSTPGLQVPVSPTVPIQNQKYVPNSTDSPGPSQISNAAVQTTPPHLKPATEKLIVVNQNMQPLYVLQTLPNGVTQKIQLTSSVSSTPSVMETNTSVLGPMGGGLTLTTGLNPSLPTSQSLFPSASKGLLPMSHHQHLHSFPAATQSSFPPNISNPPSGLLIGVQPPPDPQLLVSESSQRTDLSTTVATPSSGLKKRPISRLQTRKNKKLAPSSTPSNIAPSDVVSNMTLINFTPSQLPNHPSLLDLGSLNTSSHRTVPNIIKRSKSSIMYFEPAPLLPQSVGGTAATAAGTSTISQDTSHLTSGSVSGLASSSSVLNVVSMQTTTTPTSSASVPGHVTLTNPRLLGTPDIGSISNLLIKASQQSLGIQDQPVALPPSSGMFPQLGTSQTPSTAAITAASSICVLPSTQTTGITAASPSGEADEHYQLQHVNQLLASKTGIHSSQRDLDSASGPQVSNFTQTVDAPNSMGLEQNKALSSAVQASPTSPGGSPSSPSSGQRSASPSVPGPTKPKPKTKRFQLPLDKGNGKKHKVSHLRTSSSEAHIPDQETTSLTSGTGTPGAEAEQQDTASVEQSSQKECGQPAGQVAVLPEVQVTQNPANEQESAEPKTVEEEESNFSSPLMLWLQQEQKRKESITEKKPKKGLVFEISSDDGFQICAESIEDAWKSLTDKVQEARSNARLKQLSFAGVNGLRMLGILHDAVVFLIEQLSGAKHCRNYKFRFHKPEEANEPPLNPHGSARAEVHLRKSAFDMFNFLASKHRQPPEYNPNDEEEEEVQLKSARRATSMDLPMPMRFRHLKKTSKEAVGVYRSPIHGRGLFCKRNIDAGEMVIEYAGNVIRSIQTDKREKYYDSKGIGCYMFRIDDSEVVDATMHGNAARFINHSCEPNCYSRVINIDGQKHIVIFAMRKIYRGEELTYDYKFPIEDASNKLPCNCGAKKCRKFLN
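Steps: dispense CXXC domain solution (7 uM) → pin compounds or unlabeled HOX-A9 DNA control → 5 min ambient → add FLSN-HOX-A9 solution (50 nM) → spin → 30 min ambient → fluorescence polarization. Tris pH 7.5/NaCl/DTT/BSA buffer.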
TRPV1 ag: HTS Assay for Compounds that Act as Agonists of the Vanilloid Receptor 1 | Transient receptor potential cation channel subfamily V member 1 (Homo sapiens), Q8NER1 | 320,000 compounds, 0.19% hits | AID 540275, 2011 | TRPV1-expressing cells, Fluo-8 calcium influx, agonist mode | activation, % at 8.33 µM; in the data active = activation above about 80%; inconclusive = between about 30% and that limit; also: 0% is about no effect
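TRPV1-expressing cells were cultured overnight at 35.5C and loaded with Fluo-8 calcium dye for 40 to 90 min at room temperature. After a 10 s baseline, compound was added and calcium influx was read kinetically for 3 min (ex 480/em 520 nm).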
An asterisk follows results filed as active; ? = inconclusive; / = no result given; [ ] = another dose, or the depositor's remark. Unless noted, calls follow the shape of the dose curve; as a rule, active = well fitted curve in the direction sought with a large enough effect; inconclusive = small, poorly fitted or top-dose-only effect, or another doubt; inactive = no such curve, though single readings can be large; an effect the other way counts as inactive or inconclusive.

[1] CN1CCSc2ccc(C(=O)NCc3ccccc3F)cc21
[2] CCOC(=O)C(=O)N1CCC(C(=O)OCC)CC1
[3] CCc1ccc(NC(=S)N(CCCN2CCN(C)CC2)Cc2cccs2)cc1
[4] Cc1ccccc1Cn1nc(C)c(NC(=O)/C=C/c2cnn(C)c2)c1C
[5] CCN(CC)S(=O)(=O)c1cc(C(=O)NC2=NCCS2)ccc1Cl
[6] CC(C)(C)CC(=O)OCC(=O)Nc1cc(C(C)(C)C)nn1-c1ccccc1
[7] C=CCNC(=O)C1CCN(c2ccc(S(=O)(=O)N3CCOCC3)cc2[N+](=O)[O-])CC1
[8] C/C(CC(=O)Nc1ccc(Br)cc1)=N\NC(=O)Cc1csc(N)n1
assay / entry	1	2	3	4	5	6	7	8
BRCA1 expr up	75%	-4%	-8%	-8%	8%	5%	-3%	-2%
TCR activator	8%	7%	-5%	1%[46.1 µM]	-5%	-5%	-4%	-1%
p53 reactivation	4%	7%	0%	-7%	4%	-5%	0%	0%
ELG1 DNA repair	0%	16%	6%	-16%	-4%	-6%	3%	-21%
A-T KAP1 phos	1%	4%	-6%	2%	/	-1%	-4%	-23%
CXXC DNA block	/	-5%	6%	3%	-20%	-3%	22%	-9%
TRPV1 ag	16	-4	11	1	13	28	1	2
B2AR arrestin	-0.6%	0.5%	2.7%	-1.1%	-1.2%	-0.1%	0.3%	-0.9%
PTAP TSG101 blk	1%	-1%	1%	-2%	-1%	-5%	-3%	1%
a7 integrin act	13%	5%	-20%	-13%	0%	12%[7.66 µM]	-2%	2%

[9] COc1ccc(NC(=O)CSc2nnc(C3CCCCC3)o2)c(OC)c1
[10] Cc1ccc([N+](=O)[O-])cc1Nc1nc(N2CCOCC2)nc(N2CCOCC2)n1
[11] CC(C)(C)NC(=O)c1ccc2nsnc2c1
[12] CC(C)(C)NC(=O)Cn1nnc(-c2ccc(OCc3c(F)cccc3Cl)cc2)n1
[13] Cc1csc2nnc(N)n12
[14] O=C(CSc1nnnn1-c1ccccc1)Nc1ccc(Cl)cn1
[15] O=C(CCC(=O)N1CCN(S(=O)(=O)c2ccc(Cl)cc2)CC1)Nc1ccc(Cl)cc1Cl
[16] NNC(=O)CCN1CCN(C(c2ccccc2)c2ccccc2)CC1
assay / entry	9	10	11	12	13	14	15	16
BRCA1 expr up	2%	0%	19%	-24%	0%	-16%	0%	12%
TCR activator	6%	/	-13%[46.1 µM]	-6%	18%	-4%	-1%[46.1 µM]	0%
p53 reactivation	-7%	2%	-6%	19%	-1%	2%	10%	-4%
ELG1 DNA repair	1%	16µM*	1%	?	15%	-17%	?	-10%
A-T KAP1 phos	10%	9%	3%	14%	-3%	5%	0%	-5%
CXXC DNA block	-1%	-1%	3%	13%	6%	15%	-3%	0%
TRPV1 ag	10	7	-1	6	1	2	-1	22
B2AR arrestin	0.1%	0.0%	2.5%	-0.4%	0.0%	-0.4%	-0.7%	-0.1%
PTAP TSG101 blk	-13%	-7%	0%	-7%	-13%	-11%	0%	0%
a7 integrin act	4%	5%	-11%	-49%[inhibitor]	8%	22%	?	-11%

Just BRCA1 expr up, for 4 of the compounds above:
| # | SMILES | BRCA1 expr up |
| --- | --- | --- |
| 10 | Cc1ccc([N+](=O)[O-])cc1Nc1nc(N2CCOCC2)nc(N2CCOCC2)n1 | 0% |
| 14 | O=C(CSc1nnnn1-c1ccccc1)Nc1ccc(Cl)cn1 | -16% |
| 13 | Cc1csc2nnc(N)n12 | 0% |
| 15 | O=C(CCC(=O)N1CCN(S(=O)(=O)c2ccc(Cl)cc2)CC1)Nc1ccc(Cl)cc1Cl | 0% |

The list continues.
[17] Cc1ccc(NC(=O)c2cccc(S(=O)(=O)N3CCCCC3)c2)cc1
[18] NC(=O)COC(=O)c1cc(=O)[nH]c2ccccc12
[19] O=C1c2cccc3cccc(c23)C(=O)N1c1ccc2ncccc2c1
[20] CC(C)c1ccc(NC(=O)[C@H](Cc2c[nH]c3ccccc23)NC(=O)[C@@H]2Cc3ccccc3CN2)cc1
[21] CCC(C)NC(=O)c1ccc(CSCc2ccccc2Cl)o1 (configuration not stated)
[22] Cc1ccc(CNC(=O)Cn2cnc3c(OCc4ccccc4)ncnc32)o1
[23] COc1cccc(-c2nnc3sc(-c4ccc(Cl)cc4)nn23)c1
[24] CC(Sc1nc2ccccc2c(=O)n1CCc1ccc(S(N)(=O)=O)cc1)C(=O)NC(N)=O (configuration not stated)
assay / entry	17	18	19	20	21	22	23	24
BRCA1 expr up	-18%	0%	29%	-9%	-3%	-12%	/	-24%
TCR activator	1%	8%	2%[46.1 µM]	-3%	-2%	3%	/	-1%
p53 reactivation	0%	0%	11%	/	1%	1%	-1%	-6%
ELG1 DNA repair	-13%	0%	-13%	?	18%	-4%	1%	-2%
A-T KAP1 phos	7%	1%	-2%	0%	6%	20%	5%	5%
CXXC DNA block	-16%	-2%	23%	136%[activator]	-13%	/	-3%	9%
TRPV1 ag	?	-1	0	-1	?	/	1	-5
B2AR arrestin	-0.3%	0.3%	-0.5%	-0.1%	0.6%	0.0%	-1.1%	-0.4%
PTAP TSG101 blk	-1%	-7%	-5%	0%	-3%	-4%	/	-1%
a7 integrin act	5%	-21%	7%	0%	13%	1%	/	-3%

[25] COc1ccc2c(c1)CCc1cc(C(=O)N3CCN(c4ccc(N5CCOCC5)nn4)CC3)sc1-2
[26] O=C(NCCCSc1ccccc1)c1cc(Br)ccc1O
[27] CCCCCc1ccc(-c2ccc(/C=C/C(N)=O)cc2)nc1
[28] O=C(NNC(=S)Nc1ccccc1Cl)c1ccccc1
[29] CNS(=O)(=O)c1ccc(NC(=O)C(CCSC)NC(N)=O)cc1 (configuration not stated)
[30] COc1ccc(CN2CC(C(=O)NCCCN3CCCCCC3)CC2=O)cc1 (configuration not stated)
[31] CCOc1ccc(S(=O)(=O)N(CC(N)=O)c2ccc(C)cc2)cc1
[32] COc1cc(C(=O)NCC(=O)OC(C)C(=O)Nc2ncc(Cl)cc2Cl)cc(OC)c1OC (configuration not stated)
assay / entry	25	26	27	28	29	30	31	32
BRCA1 expr up	-37%	-30%	-8%	13µM*	10%	-12%	2%	-5%
TCR activator	1%	12%	2%[46.1 µM]	-4%	1%	8%	-6%	1%
p53 reactivation	-8%	3%	4%	?	-2%	2%	-5%	10%
ELG1 DNA repair	21µM*	-1%	?	?	-4%	8%	13%	10%
A-T KAP1 phos	6%	-16%	0%	15%	4%	-4%	6%	-17%
CXXC DNA block	10%	-1%	4%	-9%	-3%	8%	-1%	10%
TRPV1 ag	1	0	1	7	1	3	2	-3
B2AR arrestin	0.1%	0.3%	0.1%	0.5%	-0.2%	-0.9%	-0.4%	0.1%
PTAP TSG101 blk	1%	-5%	0%	0%	-2%	-1%	-13%	-2%
a7 integrin act	-18%	-10%	24%	-3%	15%	26%	-11%	-6%

[33] Cc1nc(N2CCN(c3ccccn3)CC2)c2c(C)c(C(=O)N3CCN(c4ccc(F)cc4)CC3)sc2n1
[34] CCC(C(=O)OC)n1cnc2scc(-c3ccc(C)cc3)c2c1=O (configuration not stated)
[35] COC(=O)c1[nH]c2ccc(C)cc2c1NC(=O)CN1CCN(c2ccc(F)cc2)CC1
[36] O=C(c1cccc(S(=O)(=O)NCc2ccc3c(c2)OCO3)c1)N1CCCC1
[37] O=S(=O)(c1cccc2cnccc12)N1CCNCC1
assay / entry	33	34	35	36	37
BRCA1 expr up	-59%	-2%	-83%	6%	63%
TCR activator	0%	-3%	/	14%	-3%
p53 reactivation	0%	-55%[inhibitor]	-26%	-1%	-6%
ELG1 DNA repair	23µM*	-7%	9.2µM*	-3%	?
A-T KAP1 phos	-5%	-1%	/	1%	16%
CXXC DNA block	-4%	2%	-1%	/	/
TRPV1 ag	2	1	?	2	-1
B2AR arrestin	-0.8%	-0.7%	0.1%	-0.8%	-0.1%
PTAP TSG101 blk	0%	-1%	-1%	-6%	-1%
a7 integrin act	38%	14%	-20%	20%	/
